# STK33 inh = inhibitors of purified STK33 kinase, primary screen, biochemical, ADP-Glo luminescence, homogeneous, cell-free; MBP phosphorylation; inhibition, % at 10 µM; 0.073% of 320,000 active;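 active = inhibition at or above 25%, using the most active replicate where run in duplicate; inactive = inhibition below 25%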
# Target sequence (Q9BYT3 whole entry, looked up): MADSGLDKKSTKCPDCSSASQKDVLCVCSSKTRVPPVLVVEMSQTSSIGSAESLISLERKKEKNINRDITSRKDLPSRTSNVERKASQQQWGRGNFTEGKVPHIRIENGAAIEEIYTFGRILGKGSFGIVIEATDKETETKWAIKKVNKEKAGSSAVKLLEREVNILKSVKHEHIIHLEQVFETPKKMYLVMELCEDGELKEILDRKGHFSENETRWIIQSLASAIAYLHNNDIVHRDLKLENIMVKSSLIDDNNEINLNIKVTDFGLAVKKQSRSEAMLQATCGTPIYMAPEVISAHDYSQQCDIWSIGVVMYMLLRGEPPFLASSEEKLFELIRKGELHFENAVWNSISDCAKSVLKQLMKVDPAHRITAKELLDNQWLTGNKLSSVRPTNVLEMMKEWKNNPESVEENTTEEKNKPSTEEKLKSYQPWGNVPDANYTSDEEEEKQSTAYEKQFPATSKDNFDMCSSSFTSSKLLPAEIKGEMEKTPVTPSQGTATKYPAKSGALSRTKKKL
# CHT PAM = CHT positive allosteric modulators, primary screen, cell-based, membrane potential dye, choline EC20 | B-score at 10 µM | CHT-expressing cells; hits give high values; LV-AA mutant CHT in HEK293 cells | High affinity choline transporter 1 (Homo sapiens), Q9GZV3 | AID 488977, 2010 | 0.49% of 310,000 active;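 active = initial fluorescence not abnormally high and integrated response B-score, plate-corrected, over 3 SD above library mean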
# Target sequence (Q9GZV3 whole entry, looked up): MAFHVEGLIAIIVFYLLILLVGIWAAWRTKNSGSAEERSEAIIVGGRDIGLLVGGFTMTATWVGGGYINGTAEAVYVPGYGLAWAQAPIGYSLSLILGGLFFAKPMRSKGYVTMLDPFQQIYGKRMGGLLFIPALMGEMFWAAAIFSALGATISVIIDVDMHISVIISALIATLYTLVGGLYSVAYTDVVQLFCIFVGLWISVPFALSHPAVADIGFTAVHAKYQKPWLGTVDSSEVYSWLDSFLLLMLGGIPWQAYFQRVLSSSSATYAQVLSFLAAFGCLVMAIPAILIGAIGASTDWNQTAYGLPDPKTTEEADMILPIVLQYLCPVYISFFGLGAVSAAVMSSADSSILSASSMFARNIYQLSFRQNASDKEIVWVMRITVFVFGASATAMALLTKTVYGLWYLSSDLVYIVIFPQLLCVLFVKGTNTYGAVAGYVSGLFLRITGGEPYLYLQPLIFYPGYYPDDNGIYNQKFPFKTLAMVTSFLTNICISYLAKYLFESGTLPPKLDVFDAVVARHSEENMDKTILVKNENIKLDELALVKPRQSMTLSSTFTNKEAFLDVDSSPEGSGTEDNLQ
# CHT inh = inhibitors of human choline transporter CHT; High affinity choline transporter 1 (Homo sapiens), Q9GZV3; CHT-expressing cells, membrane potential dye, choline response; hits give low values; B-score at 10 µM; 0.86% of 310,000 active;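 active = B-score over 3 SD under the library average, and starting fluorescence ratio not unusually high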;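 note: choline stimulus applied at its EC90 after an EC20 pre-addition; B-score computed on integrated fluorescence ratio after choline addition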
# Starred values were filed as active, the others as inactive; i = inactive; · = not tested or not shown. An unsorted share of the library; overall some 1.5% were active at least once.
SMILES,STK33 inh,CHT PAM,CHT inh
O=C(Nc1cccc(S(=O)(=O)N2CCOCC2)c1)C(c1ccccc1)N1CCCCC1 (stereo not drawn),0.1,i,i
O=C(CCn1c(=S)[nH]c2ccccc2c1=O)N1CCOCC1,-0.8,i,i
O=C1CN2C(=N1)N(Cc1ccccc1)c1ccccc12,-0.8,i,i
Cc1cc(C(=O)Nc2nc(-c3ccccn3)cs2)ccc1[N+](=O)[O-],-0.9,i,i
C=CCN1CCN(C(c2cc(OC)ccc2OC)c2nnnn2CC2CCCO2)CC1 (stereo not drawn),-1.2,6.3*,i
O=C(N/N=C/C1CC=CCC1)c1ccc(O)cc1O (stereo not drawn),1.5,i,i
Cc1c(C=O)c(=O)n(-c2ccccc2)n1C,-0.3,i,i
Cc1ccc2[nH]c3c(NCCCN4CCCC4=O)ncnc3c2c1,-2.4,i,i
COCCN=C1NN=C(c2cc(C)n(CC3CCCO3)c2C)CS1 (stereo not drawn),-4.0,i,i
S=C(NCc1ccc(Cl)cc1)NN1CCOCC1,-5.4,i,i
CCOC(=O)c1sc(NC(=S)NC(=O)c2cccc(Cl)c2)c(C(=O)OCC)c1C,0.7,i,i
Cc1c(C2Nc3ccccc3NC3=C2C(=O)CC(C)(C)C3)cnn1C (stereo not drawn),0.0,i,i
Fc1ccc(-c2noc(C3CCN(Cc4cccnc4)CC3)n2)cc1,-2.0,i,i
CCCC(=O)Nc1ccc(C(=O)NCc2ccccn2)cc1,-15,i,i
COc1cc(/C=N/N(C)C)ccc1OC(=O)c1cccs1,-0.9,i,i
Cc1nc(N/N=C/c2ccc(Br)cc2)cc(N2CCOCC2)n1,-2.1,i,i
CN1CCN(CCOCCOc2ccc(Br)cc2Cl)CC1,-1.3,i,-6.7*
CC(Nn1cnnc1)c1cc(Cl)ccc1O (stereo not drawn),-0.6,i,i
O=C(N/N=C\c1cccc(Cl)c1)c1ccc(Cn2cccn2)o1,-0.6,i,i
COc1ccc2[nH]c(C)c(CCNC(=S)Nc3ccc(F)cc3)c2c1,-1.1,i,i
Cc1ccc(-n2c(SCC(=O)Nc3ccc(Cl)cc3)nc(O)cc2=O)cc1,-0.1,i,i
O=c1c2ccccc2nc2c3ccccc3c(NCc3cccnc3)nn12,-1.0,i,i
Cc1nc2ccccc2cc1C(=O)N/N=C/c1ccco1,0.6,i,i
O=C(Nc1ccc(Cl)cc1)c1ccc(-n2cncn2)c([N+](=O)[O-])c1,-0.7,i,i
CC(=O)O/N=C/c1c(NCc2ccccc2)nc2c(C)cccn2c1=O,1.5,i,i
COCCNc1cc(NCCOC)c([N+](=O)[O-])cc1[N+](=O)[O-],-2.6,i,i
O=C(Nc1cccc(-c2nc3cccnc3s2)c1)c1cccnc1Cl,4.0,i,i
CCN1CCN(CCCNC(=O)C2CCCN(c3nnc(-n4cccc4)s3)C2)CC1 (stereo not drawn),-0.5,i,i
CCc1ccc(NC(=O)c2ccc3c(c2)C(=O)N(CCOC)C3Nc2ccc(CC)cc2)cc1 (stereo not drawn),1.6,i,i
Cc1ccccc1NC(=O)CSc1cn[nH]n1,-0.9,i,i
CCOc1ccc(N(Cc2cc3ccc(C)cc3[nH]c2=O)S(C)(=O)=O)cc1,-0.1,i,i
Cc1ccccc1NC(=O)N1CCCC1C(=O)NCc1ccccc1 (stereo not drawn),-0.6,i,i
N/C(=N\c1nc(CSc2nc3ccccc3s2)cc(=O)[nH]1)Nc1ccc(F)cc1,0.2,i,i
COc1cccc(OCC(O)CN2CCC(CN3C(=O)c4cccc5cccc(c45)C3=O)CC2)c1 (stereo not drawn),-2.2,i,i
CCC(=O)N=c1n(C)c2ccccc2n1CCOc1ccccc1,11,i,i
CCN(CC)Cc1c(C(=O)N/N=C/c2ccc(C)o2)nnn1-c1nonc1N,0.4,i,i
O=C(CN1CCN(Cc2ccc(F)cc2)C1=O)NC1CCCC1,-1.4,i,i
CC(=O)c1c(COC(=O)c2ccc(Cl)cc2)nc2ccccc2[n+]1[O-],0.2,i,i
Cc1cc(C)c(S(=O)(=O)N2CCOCC2)cc1C,2.4,i,i
Cn1c(N)c(C(=O)COC(=O)c2ccccc2NCc2ccco2)c(=O)n(C)c1=O,-5.7,i,i
CC(C)C(C(=O)Nc1ccc2c(c1)OCCO2)N1C(=O)c2ccccc2C1=O (stereo not drawn),-2.3,i,i
O=C(Cn1ncc2c(=O)oc3ccccc3c21)N1CCCc2ccccc21,-0.8,i,i
Cc1cccc(C(O)(C(=O)NNc2ccc3ccccc3n2)c2cccc(C)c2)c1,-0.3,i,i
COc1cc2[nH]c(=S)nc(NC3CCCCCC3)c2cc1OC,-0.8,i,i
COc1cc(-c2cc(N)n(S(=O)(=O)c3ccccc3)n2)cc(OC)c1OC,-0.9,i,i

# Entries of single compounds, quoted from the list:
# O=C(Cn1ncc2c(=O)oc3ccccc3c21)N1CCCc2ccccc21 across the screens: STK33 inh: -0.8; CHT PAM: i; CHT inh: i
# COc1cccc(OCC(O)CN2CCC(CN3C(=O)c4cccc5cccc(c45)C3=O)CC2)c1 (stereo not drawn) across the screens: STK33 inh: -2.2; CHT PAM: i; CHT inh: i

# (listing goes on)
SMILES,STK33 inh,CHT PAM,CHT inh
Cc1cc(NC(=O)c2ccc(S(=O)(=O)N3CCOCC3)cc2)no1,0.4,i,i
CC(Oc1cccc2ccccc12)C(=O)N/N=C/c1cccnc1 (stereo not drawn),-1.1,i,i
COc1ccc(C(CC(=O)O)N2C(=O)CCC2=O)cc1 (stereo not drawn),-0.2,i,i
Cc1cccc2sc(NC(=O)C3CSC4(C)CCC(=O)N34)nc12 (stereo not drawn),-1.3,i,i
COc1cc2ccccc2c2c1CCCC2=O,0.6,i,i
COc1cc(C(=O)N/N=C/c2ccsc2C)cc(OC)c1OC,0.1,i,i
Cc1cc(C)c(S(=O)(=O)N2CCN(C(=O)C(C)Cn3cncn3)CC2)c(C)c1 (stereo not drawn),-0.6,i,i
COc1cccc(CNc2ncc(-c3ccccc3)n2C)c1,-1.0,i,i
Nc1nc(Nc2ccccc2)nc(NCc2ccco2)c1[N+](=O)[O-],5.8,i,i
CCCCNC(=O)Cn1cnc2c(cnn2-c2ccc(C)c(C)c2)c1=O,1.1,i,i
c1ccc(C2Nc3ccccc3Oc3ccccc32)cc1 (stereo not drawn),-0.8,i,i
CCc1cc2c(=O)[nH]c(N3CCCC3)nc2s1,-0.4,i,i
O=C(NN1CCCCC1)c1cccc(COc2ccc(Cl)cc2)c1,-0.5,i,i
O=C(Nc1ccc(Cl)cc1)N1CCc2ccccc2C1,-0.3,i,i
O=C(O)CCNc1cc2ccccc2cc1C(=O)O,-0.8,i,i
O=C(OCc1ccc(Cl)cc1)c1cccnc1Cl,-0.9,i,i
CCCCC(=O)Nc1ccc(S(=O)(=O)N2CCCCC2c2cccnc2)cc1 (stereo not drawn),-0.9,i,i
CC(C)N(Cc1ccccc1)C(=O)CC(=O)N(Cc1ccccc1)C(C)C,-0.5,i,i
CCc1ccc(CNC(=O)CCS(=O)(=O)Cc2ccc(C)cc2)cc1,-1.7,i,i
Cc1onc(-c2ccccc2Cl)c1C(=O)Oc1cccc2cccnc12,-0.9,i,-5.5*
O=C(CN(C(=O)CNC(=O)c1ccco1)c1ccc(F)c(Cl)c1)NC1CCCCC1,1.2,i,i
O=C(Nc1cc(C(F)(F)F)ccc1N1CCOCC1)c1cncc(Br)c1,-0.8,i,i
COC(=O)c1ccccc1NC(=O)CSc1nnc(COc2cccc(OC)c2)n1C,3.1,i,i
CCOc1ccc(CC(=O)Nc2nccs2)cc1OCC,0.8,i,i
CCOC(=O)Cn1c2ccccc2c2nc3ccccc3nc21,4.0,i,i
CCCCn1c(N)c(N(CCOC)C(=O)CN(C)S(=O)(=O)c2ccc(F)cc2)c(=O)[nH]c1=O,·,i,i
C/C=C/c1ccc(OCC(=O)Nc2cc(C(F)(F)F)ccc2N2CCOCC2)c(OC)c1,-0.8,i,i
CCCOc1ccc(Cl)cc1CNc1ccccc1,-2.6,i,i
COc1ccc(C(C(=O)NC2CCCC2)N(Cc2ccccc2)C(=O)c2nsc(Cl)c2Cl)cc1 (stereo not drawn),-0.7,i,i
CCN(CC)c1ccc(NC(=S)NCC2CCCO2)cc1 (stereo not drawn),-1.6,i,i
CCOc1cc(NC(=S)Nc2ccc(Cl)cc2)c(OCC)cc1NC(C)=O,-0.9,i,i
Oc1c(Br)cc(Br)cc1/C=N/Nc1ccc(Cl)nn1,-0.4,i,i
CSCCNCc1c(C(=O)N2CCOCC2)nc2c(C)cccn12,-1.6,i,i
C=CCn1c(SCC(=O)c2[nH]c(C)c(C(=O)OCC)c2C)nc2scc(-c3ccccc3)c2c1=O,-0.2,i,i
COc1ccc(Cl)cc1NC(=O)C(=O)NCc1ccncc1,-0.9,i,i
O=C(c1ccc(Br)o1)N1CCN=C1SCc1cccnc1,-0.4,i,i
CC(C)c1cc(CNC(=O)CCc2nnc(CCCCc3ccccc3)o2)on1,-1.3,i,i
O=C1CN(C(=O)COc2c(Cl)cccc2Cl)c2ccccc2N1,-0.7,i,i
Cc1nn(C)cc1C(C)Nc1nc2nonc2nc1N1CCCCC1 (stereo not drawn),-1.0,i,i
CCN(CC)c1nc2n(c(=O)n1)CCO2,-1.2,i,i
Cc1ccc2nc(NC(=O)CCCc3nc4ccccc4s3)sc2c1,-0.7,i,i
Cc1ccc(OCC(=O)N2CCCCC2)c(Br)c1,-1.3,i,i
CN1CCC(NC(=O)Nc2ccc(Br)cc2)CC1,-1.7,i,i
Cc1c(C#N)c(N)nc(Cl)c1C#N,-0.6,i,i
Cc1ccc([N+](=O)[O-])cc1N,·,i,i

# Sorted by length of the SMILES (highest first): some entries from above.
SMILES,STK33 inh,CHT PAM,CHT inh
C=CCn1c(SCC(=O)c2[nH]c(C)c(C(=O)OCC)c2C)nc2scc(-c3ccccc3)c2c1=O,-0.2,i,i
COc1ccc(C(C(=O)NC2CCCC2)N(Cc2ccccc2)C(=O)c2nsc(Cl)c2Cl)cc1 (stereo not drawn),-0.7,i,i
C/C=C/c1ccc(OCC(=O)Nc2cc(C(F)(F)F)ccc2N2CCOCC2)c(OC)c1,-0.8,i,i
CCOc1cc(NC(=S)Nc2ccc(Cl)cc2)c(OCC)cc1NC(C)=O,-0.9,i,i
O=C1CN(C(=O)COc2c(Cl)cccc2Cl)c2ccccc2N1,-0.7,i,i
Cc1ccc2nc(NC(=O)CCCc3nc4ccccc4s3)sc2c1,-0.7,i,i
CSCCNCc1c(C(=O)N2CCOCC2)nc2c(C)cccn12,-1.6,i,i
COc1ccc(Cl)cc1NC(=O)C(=O)NCc1ccncc1,-0.9,i,i
O=C(c1ccc(Br)o1)N1CCN=C1SCc1cccnc1,-0.4,i,i
CCN(CC)c1ccc(NC(=S)NCC2CCCO2)cc1 (stereo not drawn),-1.6,i,i
CN1CCC(NC(=O)Nc2ccc(Br)cc2)CC1,-1.7,i,i
CCN(CC)c1nc2n(c(=O)n1)CCO2,-1.2,i,i
Cc1ccc([N+](=O)[O-])cc1N,·,i,i

# (more compounds)
SMILES,STK33 inh,CHT PAM,CHT inh
CC(=O)Nc1cccc(Nc2nc(-c3ccccc3)nc3ccccc23)c1,2.1,i,i
CCC(=O)N1CCN(c2ccc(NC(=O)COc3ccc(CC)cc3)cc2)CC1,1.3,i,i
CCN(CC)c1ccc(/C=N/NS(=O)(=O)c2ccc(C)c([N+](=O)[O-])c2)cc1,-1.4,i,i
CC1CCN(c2ccc([N+](=O)[O-])cc2C(N)=O)CC1,-2.5,i,i
O=C(Cc1cccs1)OCC(=O)c1ccco1,1.3,i,i
Cn1cccc1Cc1nnc(SCC(=O)NCCc2ccccc2)n1C,0.4,i,i
Cc1ccc(OCc2ccc(C(=O)Nc3ccc(C(N)=O)cc3)o2)c([N+](=O)[O-])c1,0.4,i,i
N/C(=N\OC(=O)c1cccc(F)c1)c1cccc([N+](=O)[O-])c1,-0.8,i,i
CN(C)C(=O)Nc1cnc2ccccc2c1,-1.0,i,i
CCCCCOc1ccc(C2C(C(C)=O)=C(C)Nc3ncnn32)cc1OC (stereo not drawn),-2.1,i,i
Cc1ccccc1CNC(=O)C(=O)NCC1CCCN1S(=O)(=O)c1ccccc1 (stereo not drawn),-0.4,i,i
O=C(Cc1ccccc1)Nc1ccc(-c2nnc(-c3ccco3)o2)cc1,12,i,i
COC(=O)[C@@H]1C[C@H]2CC[C@H](O)C[C@H]2N1Cc1ccc(C(F)(F)F)cc1,0.0,i,i
CC(C)CC(C)c1cc(N)nc2nc3ccccc3n12 (stereo not drawn),-0.2,i,i
CCCCNc1oc(-c2cccs2)nc1S(=O)(=O)c1ccccc1,-1.7,i,i
N/C(=N\OC(=O)Cc1ccc(-c2ccccc2)cc1)c1ccccn1,0.1,i,i
Cn1c(=O)n(C)c2cc(S(=O)(=O)NCc3ccco3)ccc21,-0.1,i,i
Cc1ccc(-n2nc(C)c(C3(O)C(=O)N(C)c4ccccc43)c2N)cc1 (stereo not drawn),-4.6,i,i
COc1ccc(OC)c(NC(=O)CCNS(=O)(=O)c2ccc3c(c2)c(=O)n(C)c(=O)n3C)c1,-2.3,i,i
COC(=O)c1sc(N2C(=O)C(O)=C(C(=O)c3ccc(C)o3)C2c2ccc(F)cc2)nc1C (stereo not drawn),0.1,i,i
CC(=O)C1=C(C)OC(N)=C(C#N)C1c1cc2cc(C)c(C)cc2nc1Cl (stereo not drawn),-0.4,i,i
Cc1cc(NC(=O)CSc2nnc(NC(=O)C3CC(=O)N(c4ccccc4)C3)s2)no1 (stereo not drawn),8.1,i,i
O=C(CCn1cnnn1)Nc1ccc(F)cc1,-1.5,i,i
Cc1cc(C)n2c(SCCN3C(=O)c4ccccc4C3=O)nnc2n1,-2.3,i,i
CCCCN1CCCC1CNC(=O)c1cc(C#N)c2ccccc2c1OC (stereo not drawn),-0.3,i,i
